# TrxR1 inh = inhibitors of rat thioredoxin reductase 1 | recombinant rTrxR1, NADPH fluorescence consumption, selenite substrate | Potency, µM (highest dose often 114 µM), for inactives: top-dose activity change, negative = inhibition, hits mostly inhibitors | 390,000 compounds, 1% hits | AID 588453; note: potency is the fitted concentration of half-maximal effect; % is set by controls: 0 for no effect and ±100 for the full control effect; nearly all actives have a fitted effect of over 65% in size
# Target sequence (O89049 whole entry, looked up): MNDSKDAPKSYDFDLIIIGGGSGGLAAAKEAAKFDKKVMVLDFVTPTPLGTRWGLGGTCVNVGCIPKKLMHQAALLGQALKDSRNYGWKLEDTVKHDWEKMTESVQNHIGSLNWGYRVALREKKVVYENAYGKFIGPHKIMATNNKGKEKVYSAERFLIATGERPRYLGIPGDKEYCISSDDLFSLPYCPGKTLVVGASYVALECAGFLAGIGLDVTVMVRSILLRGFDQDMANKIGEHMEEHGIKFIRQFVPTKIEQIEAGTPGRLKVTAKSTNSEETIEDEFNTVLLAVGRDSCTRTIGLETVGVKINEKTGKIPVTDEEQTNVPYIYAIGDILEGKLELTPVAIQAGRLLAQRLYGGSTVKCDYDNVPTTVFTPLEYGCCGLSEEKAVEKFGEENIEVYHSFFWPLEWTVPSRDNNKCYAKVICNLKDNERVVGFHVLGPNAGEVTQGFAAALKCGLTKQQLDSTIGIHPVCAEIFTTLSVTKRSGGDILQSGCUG
#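 Rat TrxR1 (90 nM in the dispensed reagent) was pre-reduced with 400 uM NADPH for 5 min at room temperature, then incubated with compound for 15 min. After 400 uM selenite was added, NADPH fluorescence (Ex 340/Em 450 nm) was followed for 8 min.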
# Pin1 inh = human Pin1 inhibition | Potency, µM (series often up to 115 µM), without a hit: at the top dose activity, negative = inhibition, most hits filed as inhibitors | AID 504891 | Pin1 FP peptide displacement, HiFluor488, 10 min | 390,000 compounds, 0.009% hits; active = well fitted inhibition curve with a large enough effect in the polarisation, with a control signal flat, not every such curve was filed as active; inconclusive = small, poorly fitted or top-dose-only effect, or effect the other way, or a change in a side signal; inactive = no such curve, though single readings can be large or run the other way; the % refers to the polarisation; note: potency is the fitted concentration of half-maximal effect; % is set by controls: 0 for no effect and ±100 for the full control effect
# Target sequence (Q13526 whole entry, looked up): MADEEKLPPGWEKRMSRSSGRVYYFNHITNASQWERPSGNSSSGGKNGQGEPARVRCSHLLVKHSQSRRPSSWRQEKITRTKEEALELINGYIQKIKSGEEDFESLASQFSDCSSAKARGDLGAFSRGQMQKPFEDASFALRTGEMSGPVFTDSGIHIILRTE
# TrxR1 substrate = substrates of rat thioredoxin reductase 1; Potency, µM (highest dose often 114 µM), without a hit: at the top dose activity change, negative = substrate turnover; 390,000 compounds, 0.01% hits; purified TrxR1 substrate turnover, NADPH consumption readout; note: potency is the fitted concentration of half-maximal effect; % is set by controls: 0 for no effect and ±100 for the full control effect; nearly all actives have a fitted effect of over 50% in size
#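 Rat TrxR1, dispensed at 90 nM, was prereduced with 400 uM NADPH (final) for 5 min at ~22 deg C, then incubated with compound 15 min before 400 uM selenite. A first-read NADPH fluorescence drop versus no-compound background flagged substrates.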
# IDH1 R132H inh = inhibitors of human mutant IDH1 R132H; 390,000 compounds, 0.093% hits; Potency, µM (top dose mostly 76.6 µM), for the others: at the top dose activity change, negative = inhibition, hits mostly inhibitors; O75874; IDH1-R132H enzyme, NADPH consumption, diaphorase/resazurin fluorescence; note: potency is the fitted concentration of half-maximal effect; % is set by controls: 0 for no effect and ±100 for the full control effect; nearly all actives have a fitted effect of over 65% in size
#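 IDH1-R132H (0.5 ug/mL dispensed) in pH 7.5 Tris buffer was preincubated 30 min with compound, then given a substrate mix of 0.016 mM NADPH and 2 mM alpha-KG for 80 min at room temperature; remaining NADPH was read by diaphorase/resazurin fluorescence.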
# D2 antag = D2 dopamine receptor (human) antagonism; P14416; HEK293 TREx D2 cells, calcium flux, dopamine EC80; inhibition, % at 10 µM; 340,000 compounds, 2% hits; AID 485344; in the data active = inhibition above about 30%; note: 0% is about no effect
#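 Tetracycline-induced HEK293 TREx cells expressing D2 receptor forced-coupled to calcium signalling, loaded with no-wash calcium dye. Compounds added and calcium flux read 180 s, then dopamine added at EC80 and read a further 180 s.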
# TRHR PAM = allosteric enhancers of human TRH receptor. 360,000 compounds, 0.66% hits. TRHR cells, fluo-8 calcium fluorescence, EC20 TRH enhancement. enhancement, % at 2 µM; in the data active = enhancement above about 30%; note: 0% is about no effect
# Target sequence (P34981 whole entry, looked up): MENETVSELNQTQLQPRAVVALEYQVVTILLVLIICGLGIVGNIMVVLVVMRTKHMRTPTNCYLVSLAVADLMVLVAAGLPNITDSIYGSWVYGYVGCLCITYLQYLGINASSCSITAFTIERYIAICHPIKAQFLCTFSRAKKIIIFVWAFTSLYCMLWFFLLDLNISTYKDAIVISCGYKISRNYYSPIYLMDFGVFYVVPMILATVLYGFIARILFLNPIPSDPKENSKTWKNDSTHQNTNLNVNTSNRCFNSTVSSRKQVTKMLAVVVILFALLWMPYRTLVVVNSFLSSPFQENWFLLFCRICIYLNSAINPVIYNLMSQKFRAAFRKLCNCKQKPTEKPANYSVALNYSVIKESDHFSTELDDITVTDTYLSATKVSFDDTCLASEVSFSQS
#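 Enhancer read-out: after compound pinning and an initial kinetic agonist-mode read, an EC20 of TRH (10 nM final) was injected and fluo-8 calcium signal (Ex 480/Em 530) followed at 1 s/cycle for 100 cycles in TRHR-expressing cells.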
# USP1 inh = blocks the human USP1/UAF1 deubiquitinase complex; O94782; recombinant USP1/UAF1, Ub-Rhodamine cleavage fluorescence; Potency, µM (series often up to 57.1 µM), for the others: at the top dose activity change, negative = inhibition, actives largely listed as inhibitors; 390,000 compounds, 0.23% hits; AID 743255; note: potency is the fitted concentration of half-maximal effect; % is set by controls: 0 for no effect and ±100 for the full control effect; nearly all actives have a fitted effect of over 60% in size; inactives centre near -12
#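 1 nM enzyme complex + cpd, 15 min RT; start with Ub-Rho 150nM final; kinetic fluorescence ex 480/em 540, 6 reads q60 s. Buffer 50mM HEPES pH 7.8, 0.5mM EDTA, 0.1 mg/ml BSA, 1mM TCEP, 0.01% Tween-20.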
# TRHR ag = agonists of human TRH receptor | P34981 | TRHR cells, calcium flux fluo-8, FDSS agonist mode | activation, % at 2 µM | 360,000 compounds, 0.18% hits | AID 493084; in the data active = activation above about 30%; note: 0% is about no effect
#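 TRHR-expressing cells, plated overnight in medium with 10% serum, were loaded with fluo-8 calcium dye at room temperature. After a 10 s baseline, library compound was pin-added and calcium release was recorded kinetically (ex 480/em 530) as agonist response.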
# D2 agonist = agonists of human D2 dopamine receptor; HEK293 T-REx D2 cells, calcium flux agonist mode; activation, % at 2 µM; P14416; 340,000 compounds, 0.53% hits;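 active = activation over 3 SD above normal in the single-dose calcium agonist read, cut at about 30% in these data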; note: 0% is about no effect
#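 Agonism is scored from calcium flux in a force-coupled, inducible HEK293 cell line expressing D2, read kinetically for 180 s after compound addition against dopamine controls.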
# An asterisk follows results filed as active; ? = inconclusive; . = no result given; & = joins results of further samples; [ ] = another dose, or the depositor's remark. Unless noted, calls come from the whole dose curve; as a rule, active = well fitted inhibition curve with a large enough effect; inconclusive = small, poorly fitted or top-dose-only effect; inactive = no such curve, though single readings can be large or run the other way.
SMILES,TrxR1 inh,Pin1 inh,TrxR1 substrate,IDH1 R132H inh,D2 antag,TRHR PAM,USP1 inh,TRHR ag,D2 agonist
COC(=O)C(Cc1c[nH]c2ccccc12)NC(C)=O (stereo not drawn),11%,-8%,6%[57.1 µM],2%,-6,18,-3%,1.7,-0.6
COCCn1cnnc1SCC(=O)Nc1cccc(S(=O)(=O)N2CCCCCC2)c1,14%,-1%,6%,6%,-3,7,-10%,0.2,16
COc1ccc(C)cc1S(=O)(=O)N1CCC(C(=O)NC2CCCC2)CC1,-13%,0%,-13%,3%,-4,-10,4%,-0.5,0.4
COC(=O)c1ccc2c(=O)n(CCCCCC(=O)NC(C)C)c(=O)[nH]c2c1,11%&7%[57.1 µM],3%&-6%,14%&2%[57.1 µM],4%&0%,-15,-1&1,?,0.5&0.2,-0.4
COc1ccc(NC(=O)Nc2ccc(C(=O)N3CCOCC3)cc2)cc1,-2%,-2%,-6%,-1%,-1,-1,-2%,0.8,0.1
Cc1c(C(C)(C)O)[nH]c2ccc(C(F)(F)F)cc12,22%[57.1 µM],2%,7%[57.1 µM],12%,6,-3,?,0.7,-0.3
C/C(=N\NC(=O)c1cccc(N/N=C(\C)c2ccccc2)c1)c1ccccc1,6%[57.1 µM],1%,-23%[57.1 µM],5%,-16,-10,-21%,2.0,-1.2
O=C(NCc1ccc(Cl)cc1)c1cc(-c2ccc(F)cc2)on1,21%,3%,3%,-19%,.,-6,-22%,-0.3,0.2
CCN(CC)CCn1cnc2c1c(=O)[nH]c(=O)n2Cc1ccccc1,14%,0%,-1%,-8%,7,7,-19%,-0.7,-2.0
Cc1nn(C)c(Oc2cccc(Cl)c2)c1C=O,15%,5%,0%,4%,-5,11,-8%,1.0,-0.7
O=C(NCC(c1cccnc1)N1CCN(c2ccc(F)cc2)CC1)c1ccc(F)cc1 (stereo not drawn),2%,-1%,-4%,11%,-5,5,-11%,-0.3,-2.2
CCn1c(O)c(/C=C/C=C/C=Nc2ccccc2)sc1=S,-13%[57.1 µM],38%[activator],8%[57.1 µM],-9%,-9,3,-20%,0.7,0.9
O=C(O)c1ccc(-c2nc(-c3ccccc3)c(-c3cccs3)[nH]2)cc1,2%,-7%,58%[activator],2%,15,-2,-30%,0.1,-1.2
Cc1ccc(N(C(=O)Cc2cccs2)C(C(=O)NCC2CCCO2)c2ccncc2)cc1 (stereo not drawn),21%[11.4 µM],9%,14%[57.1 µM],3%,-26,-2,-12%,-0.2,0.6
Clc1ccc(N/N=C/c2ccncc2)cc1Cl,-7%,0%,-11%,1%,12,-1,-11%,2.4,4.2
N#Cc1cnc(Sc2ccccc2)nc1,11%[57.1 µM],-4%,6%[57.1 µM],5%,-2,2,-8%,0.3,-0.3
O=C(c1ccccc1F)N1CCN(c2ccc([N+](=O)[O-])c3cccnc23)CC1,30%[57.1 µM],1%,-1%[57.1 µM],9%,-8,-7,-16%,-0.1,0.2
N#Cc1ccc(C23CC4(C2)[C@H](CN(P(=O)(c2ccccc2)c2ccccc2)[C@@H]4c2ccccc2)C3c2ccc(Cl)nc2)cc1 (stereo partly drawn),21%,6%,-5%,-14%,.,0,-7%,0.9,.
CC(C)(C)NC(=O)c1ccc(COc2ccc(Cl)cc2Cl)o1,-22%,2%,-13%,-7%,.,-12,-16%,0.2,.
CCCCNC(=S)N1CCC(Cc2ccccc2)CC1,11%,?,1%,9%,1,2,-16%,-0.5,-0.2
COc1ccccc1-c1nc(C(N)=O)c2[nH]c(=O)n(-c3cccc(C)c3)c2n1,2%,-3%,13%,9%,-7,10,-14%,-0.3,-1.4
Cc1cc(C)cc(NC(=O)C2CCCN2S(=O)(=O)c2ccc3nc(-c4ccccc4)[nH]c3c2)c1 (stereo not drawn),30%,5%,?,-3%,.,-8,-23%,0.3,.
Cc1cccc(NC(=O)c2ccc(S(=O)(=O)N3CCCCCC3)cc2)n1,12%[57.1 µM],0%,2%[57.1 µM],-1%,-3,0,-22%,0.7,1.1
COc1ccc(-c2cc(C(F)(F)F)n3ncc(C(=O)N4CCc5ccccc5C4)c3n2)cc1,23%,1%,14%,-6%,-8,6,-14%,-0.1,1.3
O=C(c1cc(-c2cccc(Cl)c2)on1)N1CCN(c2ccccc2)CC1,33%&15%,11%&-2%,2%&-4%,0%&-6%,-9,5&-2,-13%&-15%,0.7&0.8,0.3&0.5

# 3 records drawn at random from the list so far:
SMILES,TrxR1 inh,Pin1 inh,TrxR1 substrate,IDH1 R132H inh,D2 antag,TRHR PAM,USP1 inh,TRHR ag,D2 agonist
O=C(O)c1ccc(-c2nc(-c3ccccc3)c(-c3cccs3)[nH]2)cc1,2%,-7%,58%[activator],2%,15,-2,-30%,0.1,-1.2
COc1ccc(NC(=O)Nc2ccc(C(=O)N3CCOCC3)cc2)cc1,-2%,-2%,-6%,-1%,-1,-1,-2%,0.8,0.1
Cc1c(C(C)(C)O)[nH]c2ccc(C(F)(F)F)cc12,22%[57.1 µM],2%,7%[57.1 µM],12%,6,-3,?,0.7,-0.3

# The list goes on.
SMILES,TrxR1 inh,Pin1 inh,TrxR1 substrate,IDH1 R132H inh,D2 antag,TRHR PAM,USP1 inh,TRHR ag,D2 agonist
O=C(NCC12CC3CC(CC(C3)C1)C2)c1nn2cccnc2c1Cl,2%,-2%,-3%,-3%,9,-1,4%,0.1,-0.2
COC(=O)Cn1ccc2cc(S(=O)(=O)N3CCCCC3)ccc21,18%&-1%,4%&1%,3%&11%,7%&0%,20,7&-4,-10%&8%,0.0&1.2,-2.0&1.7
CC1CCC2(CC1)NC(=O)N(NC(=O)c1ccc(OC(C)C)cc1)C2=O (stereo not drawn),-5%,4%,-8%,3%,-6,8,-2%,0.3,0.7
CCCOc1ccc(C2C(C(=O)/C=C/c3ccco3)=C(O)C(=O)N2CCN2CCOCC2)cc1OC (stereo not drawn),?,7%,-4%[57.1 µM],-1%,5,11,-18%,0.3,0.0
CC(C)c1ccc(C2NC(=O)NC3=C2CCc2ccccc23)cc1 (stereo not drawn),1%,-1%,26%,13%,-11,8,-7%,-1.0,0.4
CCn1cc(C(=O)N[C@@H](CC(C)C)C(=O)NCCCn2ccnc2)c(=O)c2cc3c(cc21)OCO3,11%,1%,4%,8%,14,1,-15%,0.2,1.2
COc1cccc(C(=O)NC(C)C(c2cccs2)N2CCOCC2)c1 (stereo not drawn),8%[57.1 µM],-4%,4%[57.1 µM],-3%,17,1,-16%,-0.6,-0.5
O=C(COC(=O)CCOc1ccccc1)Nc1cc(S(=O)(=O)N2CCCCC2)ccc1Cl,-8%,17%,3%,4%,1,6,-8%,0.0,-0.1
COCCNC(=O)CN(C(=O)CCC(=O)Nc1ccccn1)c1ccc(F)cc1,2%[57.1 µM],1%,-12%,1%,-5,33*,-5%,0.0,-0.6
CCc1ccc2ncc(C(=O)c3ccc(C)c(C)c3)c(N3CCC(C(N)=O)CC3)c2c1,28%,6%,-1%,-4%,.,4,-23%,1.4,.
Cc1cc(O)c(-c2cc(C(=O)NCCc3ccc(S(N)(=O)=O)cc3)[nH]n2)cc1C,13%,-3%,3%,-2%,-12,-8,-20%,-1.3,-0.8
COc1ccc(S(=O)(=O)N2CCCCCC2)cc1C(=O)N(C)CC(=O)Nc1ccccc1Cl,-10%,-8%,-6%,10%,.,11,-13%,-0.1,.
COc1cccc(C(=O)NC(=S)Nc2ccc([N+](=O)[O-])cc2C)c1,?,-4%,-13%,1%,-15,-2,-15%,-0.5,-0.1
Cc1cc(C)cc(NC(=O)c2ccc(CNc3c(N4CCCC4)c(=O)c3=O)cc2)c1,3%,-6%,-10%,4%,-13,4,-14%,-0.1,-0.8
CCOC(=O)c1c(-c2ccc(F)cc2)csc1NC(=O)CN1C(=O)NC2(CCCCC2C)C1=O (stereo not drawn),12%,-5%,2%,3%,.,3,-24%,0.2,.
Cc1cc(NC(=O)c2cc3nc(C4CC4)cc(C(F)(F)F)n3n2)no1,29%[57.1 µM],4%,24%[57.1 µM],-2%,28,-4,-8%,-0.2,-0.4
COc1ccc(-n2cc(CNCCN3CCOC3=O)c(-c3ccccc3Cl)n2)cc1,?,-9%,5%,-13%,.,1,-32%,0.1,.
CCOC(=O)c1ccc2ncc(C(=O)OCC)c(NCCc3ccc(OC)c(OC)c3)c2c1,-5%,6%,-3%,.,.,0,-22%,-0.3,.
COc1cc(Nc2nc(SCc3cccc(Cl)c3)nc3ccccc23)cc(OC)c1,16%[57.1 µM],7%,-6%[57.1 µM],12%,.,5,?,0.5,0.0
COc1ccccc1CN1C[C@@H]2C[C@@H](c3ccc(C)cc3)N3CCC[C@@]23C1=O,-41%,15%,-20%[57.1 µM],7%,-23,1,-9%,-0.7,-0.5
CCN(CC)S(=O)(=O)c1cc(NC(=O)C(C)Nc2ccccc2N2CCOCC2)ccc1C (stereo not drawn),0%,?,-11%,3%,1,-13,-10%,-1.1,-1.2
CC1(C)CC(=O)C2=C(C1)NC(=O)CC2c1cccc(F)c1 (stereo not drawn),14%[57.1 µM],1%,2%[57.1 µM],2%,.,.,-16%,.,.
CCCNC(=O)CN(c1ccc(F)c(Cl)c1)S(C)(=O)=O,29%,-7%,4%,3%,26,-9,5%,0.7,-0.3
CCCCOCP(=O)(CC)COCCCC,-11%,0%,-10%,0%,5,1,0%,0.9,0.8
COC(=O)c1ccc(NC(=O)Cn2c([N+](=O)[O-])cnc2C)cc1,12%,-1%,3%,6%,-14,-3,-3%,0.4,1.1
O=C(OCCN1CCOCC1)C(c1ccccc1)c1ccccc1,14%,-9%,7%,5%,-6,-7,0%,-0.1,0.5
Oc1c(Br)cc2oc3c(c2c1CNCc1ccccc1)CCCC3,-9%,-2%,-7%,1%,-1,0,-21%,0.7,1.0
C/C=C\C=C/C(=O)Nc1cccc(C2=NOC3(C2)C[C@@H](C(N)=O)N(C(=O)COc2ccc(Cl)cc2)C3)c1 (stereo partly drawn),5.6µM*,27%,-3%,10%,6,1,-4%,0.8,-0.1

# These rows are one share of the data; rates above refer to the full screens.
